# Assay outcomes: PubChem, several laboratories
# PKA-R2B act: activators of PKA-R2B holoenzyme, primary screen, biochemical, fluorescence polarization, Cy5-IP20, human; cAMP-dependent protein kinase catalytic subunit beta (Homo sapiens) + cAMP-dependent …; PKA-R2B holoenzyme dissociation; R2B truncated from residue 108, S112A mutant; 0% DMSO only, 100% 113 µM cGMP; 340,000 compounds, 0.079% hits; activation, % at 11.4 µM;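 active means activation above a cutoff set at the mean over all compounds plus 3 SD, cut at about 18% in these data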;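 further: higher means more holoenzyme dissociation and a rise in polarization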
# Target sequence (P31323 whole entry, looked up, other chains not shown, the tested form may be a part): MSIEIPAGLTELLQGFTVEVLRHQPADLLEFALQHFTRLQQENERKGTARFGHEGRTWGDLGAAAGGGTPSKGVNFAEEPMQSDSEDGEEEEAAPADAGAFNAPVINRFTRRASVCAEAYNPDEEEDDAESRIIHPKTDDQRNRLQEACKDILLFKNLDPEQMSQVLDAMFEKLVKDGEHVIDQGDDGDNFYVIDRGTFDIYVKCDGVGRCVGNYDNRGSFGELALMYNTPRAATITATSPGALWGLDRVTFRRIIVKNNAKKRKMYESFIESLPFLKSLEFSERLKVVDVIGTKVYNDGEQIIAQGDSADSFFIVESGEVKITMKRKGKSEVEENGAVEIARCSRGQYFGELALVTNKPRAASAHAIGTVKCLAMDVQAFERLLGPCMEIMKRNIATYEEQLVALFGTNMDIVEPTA
# CDK5 inh: inhibitors of human CDK5/p35 kinase, primary screen, biochemical, single concentration | Cyclin-dependent kinase 5 (Homo sapiens) + Cyclin-dependent kinase 5 activator 1 (Homo … | Recombinant CDK5/p35, ADP-Glo luminescence, 60 min | inhibition, % at 10 µM | 330,000 compounds, 0.01% hits | AID 488839, 2010;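 active means highest replicate inhibition of at least 50% and at least 75% of replicates reaching 50%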;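 further: plate controls were DMSO neutral control for no effect and GW8510 at 10 µM for full effect; many of its hits are not listed in these tables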
# NSD2 HMT inh: NSD2 histone methyltransferase inhibitors, primary screen, biochemical, AlphaScreen, single concentration, set 2; NSD2 peptide methylation, 120 min; Histone-lysine N-methyltransferase NSD2 (Homo sapiens), O96028; 310,000 compounds, 0.54% hits; AID 743445, 2014; inhibition, % at 12.5 µM; in the data active means inhibition above about 50%
# SR-BI DiI-HDL act: activators of SR-BI mediated DiI-HDL uptake, primary screen, ldlA[mSR-BI] CHO cells, DiI fluorescence; 3 h; 100 = double the neutral-control signal; activation, % at 12.5 µM; 320,000 compounds, 0.096% hits;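 active means mean replicate activation of at least 60% and every replicate at or above 60%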;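 further: 0% = median plate neutral-control signal and 100% = twice that signal; values of inactives mirror those of a sister screen read the other way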
#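 material = CHO ldlA[mSR-BI] cells | medium = Ham's F12 with 0.5% BSA, HEPES 25 mM, pH 7.4 | reagent = fluorescent DiI-HDL, 10 µg/mL final | compound dosing = single-point compound dose | incubation = 3 h, 37 °C | measured by = bottom-read fluorescence, 550/595 nm | measure = HDL uptake via cellular fluorescence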
# PKA-R1A activ: activators of PKA-R1A holoenzyme, primary screen, biochemical, fluorescence polarization, Cy5-IP20, bovine R1A, mouse PKAc | activation, % at 11.4 µM | 340,000 compounds, 0.083% hits | PKA-R1A dissociation; scaled: DMSO 0%, 113 µM cGMP 100%;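 active means percent activation above the mean of all tested compounds plus 3 SD, cut at about 19% in these data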;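 further: higher means more PKAc released from R1A so a rise in polarization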
# DSG3 Ab inh: inhibitors of pemphigus antibody binding to DSG3, primary screen, biochemical, bead-based, flow cytometry, scFv-GFP. Desmoglein-3 (Homo sapiens), P32926. DSG3-coupled beads, scFv-anti-DSG3-GFP binding; active compounds read low. binding (percent of control), % at 10 µM. 310,000 compounds, 0.48% hits. AID 588358, 2011;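 active means binding more than 3 SD below its plate's average and above zero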;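 further: hits lower antibody fragment binding to DSG3; some compounds called inactive have numbers as strong as hits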
# Arrestin-AP2 inh: inhibitors of beta-arrestin/AP2 binding, primary screen, biochemical, GPCR trafficking, flow cytometry; FITC-arrestin peptide / GST-AP2 beads; AP2 beta2 appendage carries R879A mutation; inhibition, % at 10 µM; 340,000 compounds, 0.31% hits; AID 504490, 2011;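 active means inhibition above a set limit, near 3 SD of compounds lacking own fluorescence, cut at about 54% in these data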;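 further: plate controls were DMSO wells for no effect and 5 µM unlabelled arrestin peptide for full effect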
#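 system = GST-tagged AP2 beta2-adaptin appendage (R879A) on 4 µm glutathione beads | reagent = FITC-labelled arrestin peptide probe, 50 nM final | schedule = compound with beads 12 min RT, then probe 1 h RT | signal = HyperCyt-sampled flow cytometry, FL1 channel, ex 488/em 535 nm | read-out = percent response from loss of bead-bound FITC fluorescence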
# dFosB activator: activators of delta FosB homodimer, primary screen, biochemical, fluorescence polarization, TAMRA-CDK5 oligo, single point; Protein FosB (Mus musculus), P13346; purified delta FosB; percent of positive-control signal above neutral wells; activation, % at 25 µM; 340,000 compounds, 0.99% hits; AID 493131, 2011;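 active means mean activation above about 17%, with every replicate also reaching it, limit read from the data, passing the limit was not always enough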;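 further: fluorescence polarization rise as delta FosB binds a TAMRA Cdk5 AP-1 oligo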
# Target sequence (P13346 whole entry, looked up): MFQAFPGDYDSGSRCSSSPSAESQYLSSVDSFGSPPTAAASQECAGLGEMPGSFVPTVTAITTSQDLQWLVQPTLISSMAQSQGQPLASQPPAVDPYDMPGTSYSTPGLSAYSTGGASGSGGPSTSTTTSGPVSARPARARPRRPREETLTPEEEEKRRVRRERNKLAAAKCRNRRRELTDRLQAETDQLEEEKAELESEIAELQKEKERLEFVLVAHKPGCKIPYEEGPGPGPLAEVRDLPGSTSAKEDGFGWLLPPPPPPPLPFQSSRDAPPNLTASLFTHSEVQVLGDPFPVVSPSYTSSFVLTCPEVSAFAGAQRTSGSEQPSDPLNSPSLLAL
# MITF TRPM1 HTS: activators of MITF-driven TRPM1 promoter reporter, primary screen, cell-based, SK-MEL-5, luciferase, single point | 300,000 compounds, 0.75% hits | SK-MEL-5 TRPM1-promoter luciferase, 24 h; % of positive control, neutral wells = 0 | activation, % at 12.5 µM;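 active means mean activation of at least 80% with every replicate also reaching 80%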;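 further: 0% = neutral control wells and 100% = parthenolide positive control wells; values of inactives mirror those of a sister screen read the other way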
# Mot1-301 SUMO: yeast Mot1-301 growth rescue at high temperature, primary screen, SUMOylation pathway inhibitor project, S. cerevisiae, ATP luminescence, 38.5C; S. cerevisiae Mot1-301 growth rescue; percent above DMSO median, 100 means doubled; growth rescue, % at 18.8 µM; 320,000 compounds, 1% hits; AID 2716, 2010;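 active means every valid replicate shows activation above 250% relative to neutral control wells; inactive means the rest, any valid replicate at or below 250%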;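 further: OY570 slx delta 5 strain wells were the positive control but not used for scaling; some compounds called inactive have numbers as strong as hits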
# SR-BI DiI inh: inhibitors of SR-BI mediated HDL lipid uptake, primary screen, ldlA[mSR-BI] cells, fluorescence, single point; inhibition, % at 12.5 µM; ldlA[mSR-BI] CHO cells, DiI-HDL uptake fluorescence, 3 h; 320,000 compounds, 0.96% hits; AID 488896, 2010;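 active means mean replicate inhibition of at least 70% and a set share of replicates each scoring 70 or more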;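 further: 0% = median of neutral control wells and 100% = median of positive control wells; values of inactives mirror those of a sister screen read the other way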
# Active calls of the source: *; . = no result given.
SMILES,PKA-R2B act,CDK5 inh,NSD2 HMT inh,SR-BI DiI-HDL act,PKA-R1A activ,DSG3 Ab inh,Arrestin-AP2 inh,dFosB activator,MITF TRPM1 HTS,Mot1-301 SUMO,SR-BI DiI inh
COc1ccc(N2CCN(CC(O)COC(C)(C)C)CC2)cc1 (configuration not stated),-2,-0.2,-8,.,0,105,4,-10,4,.,.
COc1ccccc1/C=N/NC(=O)COCC(=O)N/N=C/c1ccccc1OC,-2,-3.2,-2,-65,-14,107,29,-4,8,-2,65
O=C1c2cccc([N+](=O)[O-])c2C(=O)N1c1cccnc1,1,0.1,-6,9,0,105,8,2,12,-7,-9
COc1ccc(S(=O)(=O)N2CCN(C(=O)NC3CCCCC3)CC2)cc1,2,-2.2,-1,1,5,103,18,-5,1,3,-1
O=C(NCC1(O)CCCCC1)C1CCC(=O)N(Cc2cccc(C(F)(F)F)c2)C1 (configuration not stated),-6,0.4,-3,25,-9,102,8,-8,-6,-3,-25
COc1ccc(CCC(=O)NCc2cnn(C)c2)cc1,8,1.2,1,-39,-2,100,0,-8,-2,-6,39
Cc1ccc(OCC(=O)N2CCc3ccccc3C2)c([N+](=O)[O-])n1,-1,2.3,-2,3,17,102,17,-1,-4,246,-3
O=C(N/N=C1\CC2CC=CC12)c1ccccc1Cl (configuration not stated),-10,1.6,0,11,6,97,19,-4,1,4,-11
CCCCn1c(N)c(N(CCC(C)C)C(=O)CCCc2nc3ccccc3s2)c(=O)[nH]c1=O,-1,2.2,-2,4,-7,105,-15,-4,-2,11,-4
Cc1noc(NS(=O)(=O)c2ccc(NC(=O)c3cccc(S(=O)(=O)Nc4ccccc4F)c3)cc2)c1C,8,-0.6,0,28,-8,101,-3,-12,6,6,-28
Cc1ccc(-c2cc(C(=O)N/N=C/c3c(C)nn(C)c3C)c3ccccc3n2)cc1C,-5,1.1,1,-86,3,.,10,43*,37,2,86*
CNC(=S)N1CCC(n2cnc3ccccc32)CC1,2,-2.4,-2,14,-14,97,-6,1,3,5,-14
O=c1cc(-c2ccccc2Cl)oc2c([N+](=O)[O-])c(O)cc(O)c12,-3,4.7,.,-16,2,101,.,-6,-8,327,16
O=C(Cc1nnc(NC(=O)c2cccc([N+](=O)[O-])c2)s1)NCc1ccccc1,0,1.4,2,9,-16,.,33,14,-9,-5,-9
Cc1nc(NC(=O)CN2CCC(O)(c3ccc(F)cc3)CC2)sc1C,-13,-3.2,0,-26,8,96,-4,-10,22,-19,26
Cc1nc2c(O)cccc2cc1CO,-2,1.8,-2,6,-3,94,-11,2,7,-3,-6
Cc1ccc(CN2CCN(CC(=O)N/N=C/c3ccccc3F)CC2)cc1,9,-0.1,0,5,2,105,3,-11,55,5,-5
Cc1cc(=O)c(C(=O)Nc2ccc(N3CCOCC3)cc2N2CCOCC2)nn1-c1ccccc1Cl,-5,2.2,1,27,-2,85,-7,-6,-11,-6,-27
CC(C)(C)NC(=O)C(=O)NNC(=O)c1ccccc1,0,-1.6,-6,12,-15,79,-4,1,-2,65,-12
O=C(c1cc2ccccc2o1)N1CCN(S(=O)(=O)c2ccc(Cl)s2)CC1,0,-5.8,1,5,-1,103,0,-12,3,80,-5
CC(=O)c1ccc(N2CCN(CN3C(=O)CC4(CCCC4)C3=O)CC2)c(F)c1,-5,0.7,-2,11,7,97,6,3,5,9,-11
CCN(CC)C(=O)c1ncn(Cc2ccccc2)c1C(=O)N(CC)CC,-7,1.6,.,11,-8,108,-4,8,3,-15,0
COc1ccccc1NC(=O)CSc1nc(=O)n2cc(C)ccc2n1,-4,2.4,0,-11,-4,102,-6,-2,-1,-13,11
C=CCNC(=S)Nc1cccc2[nH]ncc12,-8,0.0,-1,11,-7,.,-2,-4,-5,259,-11
Cc1ccc(NS(=O)(=O)c2c(C)[nH]c(C)c2C(=O)N2CCCCC2)cc1F,5,0.4,2,.,4,99,33,-7,7,-5,14

# Retrieved one by one from the entries so far:
SMILES,PKA-R2B act,CDK5 inh,NSD2 HMT inh,SR-BI DiI-HDL act,PKA-R1A activ,DSG3 Ab inh,Arrestin-AP2 inh,dFosB activator,MITF TRPM1 HTS,Mot1-301 SUMO,SR-BI DiI inh
CCCCn1c(N)c(N(CCC(C)C)C(=O)CCCc2nc3ccccc3s2)c(=O)[nH]c1=O,-1,2.2,-2,4,-7,105,-15,-4,-2,11,-4
CCN(CC)C(=O)c1ncn(Cc2ccccc2)c1C(=O)N(CC)CC,-7,1.6,.,11,-8,108,-4,8,3,-15,0
O=C1c2cccc([N+](=O)[O-])c2C(=O)N1c1cccnc1,1,0.1,-6,9,0,105,8,2,12,-7,-9

# Next entries:
SMILES,PKA-R2B act,CDK5 inh,NSD2 HMT inh,SR-BI DiI-HDL act,PKA-R1A activ,DSG3 Ab inh,Arrestin-AP2 inh,dFosB activator,MITF TRPM1 HTS,Mot1-301 SUMO,SR-BI DiI inh
CN1C(=O)C(CC(N)=O)N(NC(=O)c2ccc(Cl)cc2)C1=S (configuration not stated),1,-0.4,0,10,-10,.,10,0,.,-11,-10
N#CCC(=O)Nc1ccc(C(=O)N2CCN(c3ccccn3)CC2)cc1,6,1.4,-8,.,-1,97,8,-12,-4,-1,.
CCc1cccc(OCCOCCN2CCCC2)c1,-4,-2.4,26,8,-13,95,-2,2,-12,43,-8
Cc1cccc(N=Nc2c(C)nn(-c3ccccc3)c2N)c1C,-6,-0.8,6,-46,-6,101,-1,-14,50,110,46
O=C(NCc1ccccc1)C1CCC(CNS(=O)(=O)c2cccs2)CC1 (configuration not stated),2,-1.5,4,-20,7,86,20,-9,3,-27,20
CCC[C@@H](CN1CCC[C@H]1CN1C(N)=NC[C@@H]1Cc1ccccc1)N1C[C@@H](Cc2ccccc2)N(CCCC2CCCC2)C1=N,4,1.5,.,-17,3,117,3,6,-5,8,17
COc1cc(NC(=O)C2CSC3(C)CCC(=O)N23)c(OC)cc1Cl (configuration not stated),2,0.0,-1,-25,2,101,-12,-2,-12,3,25
C[C@H](CO)N1C[C@H](C)[C@@H](CN(C)S(=O)(=O)c2cccs2)Oc2c(NC(=O)CCC(F)(F)F)cccc2C1=O,-6,0.1,.,17,-1,101,3,-2,-7,50,-17
CCCNC(=O)CCc1c(C)nc2nc(-c3cc(OC)cc(OC)c3)nn2c1C,3,1.1,-1,-35,7,.,4,-17,.,18,35
CC(=O)C1C(c2cccc(F)c2)NC(=O)NC1(O)C(F)(F)F (configuration not stated),11,-1.4,0,9,-1,87,-10,-1,-2,12,-9
Cc1ccc(C23CC4CC(CC(C(=O)N5CCN(C)CC5)(C4)C2)C3)cc1,-7,2.2,7,-4,-5,106,10,-11,9,152,4
CCN(CC)S(=O)(=O)c1ccc(OC)c(NC(=O)c2ccc(=O)[nH]c2)c1,-1,2.2,-2,-3,0,103,8,-8,4,98,3
CC(=O)Nc1ccc(S(=O)(=O)N2CCN(C(=O)c3ccccc3F)CC2)cc1,-1,-3.4,-2,11,-10,95,-17,-3,.,33,-11
CC1CCCC(NC(=O)CCCn2ncn3c(cc4occc43)c2=O)C1C (configuration not stated),-13,-1.7,-4,-14,-5,104,-1,-8,-3,7,14
Cc1ccc(NC(=O)COC(=O)C2CCN(c3ccc(C(F)(F)F)cn3)CC2)cc1C,-13,-0.5,0,15,-20,108,-8,-14,1,-19,-15
COC(=O)C1CSc2[nH]c(=O)sc2C1c1ccc(OC)c(OC)c1 (configuration not stated),-6,8.2,-4,-67,-4,107,10,-1,3,-8,67
NC(=O)C1CCN(C(c2ccccc2)c2nnnn2C2CCCC2)CC1 (configuration not stated),5,1.4,-3,7,1,109,7,-5,.,3,-7
O=S(=O)([N-]c1nc2ccccc2nc1-[n+]1ccc(-c2ccncc2)cc1)c1ccccc1,-4,-0.5,-4,5,1,97,3,-5,34,-13,-5
O=c1c(Cl)c(NCc2ccc(F)cc2)cnn1C12CC3CC(CC(C3)C1)C2,-6,0.9,0,-31,-6,116,-3,2,-7,99,31
CN(C)CCN=Cc1c(O)n(-c2ccc(S(=O)(=O)N3CCOCC3)cc2)c(=O)c2ccccc12,-2,0.5,3,5,-7,100,7,-7,-1,.,-5
COc1ccc(CNCc2cc(C)c(OC)cc2C)c(OC)c1,1,-0.3,1,-5,2,102,0,-4,.,15,5
Cc1ccc(S(=O)(=O)CC(=O)Nc2ccc(S(=O)(=O)Nc3onc(C)c3C)cc2)cc1,10,3.1,4,10,4,102,9,-4,10,-9,-10

# Grouped by structure, the entries above containing a CF3 group
SMILES,PKA-R2B act,CDK5 inh,NSD2 HMT inh,SR-BI DiI-HDL act,PKA-R1A activ,DSG3 Ab inh,Arrestin-AP2 inh,dFosB activator,MITF TRPM1 HTS,Mot1-301 SUMO,SR-BI DiI inh
O=C(NCC1(O)CCCCC1)C1CCC(=O)N(Cc2cccc(C(F)(F)F)c2)C1 (configuration not stated),-6,0.4,-3,25,-9,102,8,-8,-6,-3,-25
C[C@H](CO)N1C[C@H](C)[C@@H](CN(C)S(=O)(=O)c2cccs2)Oc2c(NC(=O)CCC(F)(F)F)cccc2C1=O,-6,0.1,.,17,-1,101,3,-2,-7,50,-17
CC(=O)C1C(c2cccc(F)c2)NC(=O)NC1(O)C(F)(F)F (configuration not stated),11,-1.4,0,9,-1,87,-10,-1,-2,12,-9
Cc1ccc(NC(=O)COC(=O)C2CCN(c3ccc(C(F)(F)F)cn3)CC2)cc1C,-13,-0.5,0,15,-20,108,-8,-14,1,-19,-15
